beta cell repl – MIN6 beta-cell proliferation induction; MIN6 cells proliferation, ATPlite luminescence, 48 h; cells starved in 0.2% serum; 100% = growth in 10% serum; proliferation, % at 10 µM; AID 2380; hit rate 0.29% among 330,000;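 active = compounds whose signal lies at least 3.5 SD above the mean of all wells on their plate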;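 note: 0% = DMSO-treated cells in low-serum medium and 100% = 10% serum control; some compounds called inactive have numbers as strong as hits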
hIAP inh – human IAP inhibition; purified IAP, CDP-Star luminescence, 30 min; hit rate 0.12% among 330,000; inhibition, % at 10 µM; P09923; AID 2544;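 active = inhibition reaching a set limit with compound at 10 µM in the primary screen, cut at about 35% in these data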;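 note: plate controls were DMSO wells with enzyme for no effect and no-enzyme buffer wells for full effect; values of inactives mirror those of a sister screen read the other way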
Target sequence (P09923 whole entry, looked up): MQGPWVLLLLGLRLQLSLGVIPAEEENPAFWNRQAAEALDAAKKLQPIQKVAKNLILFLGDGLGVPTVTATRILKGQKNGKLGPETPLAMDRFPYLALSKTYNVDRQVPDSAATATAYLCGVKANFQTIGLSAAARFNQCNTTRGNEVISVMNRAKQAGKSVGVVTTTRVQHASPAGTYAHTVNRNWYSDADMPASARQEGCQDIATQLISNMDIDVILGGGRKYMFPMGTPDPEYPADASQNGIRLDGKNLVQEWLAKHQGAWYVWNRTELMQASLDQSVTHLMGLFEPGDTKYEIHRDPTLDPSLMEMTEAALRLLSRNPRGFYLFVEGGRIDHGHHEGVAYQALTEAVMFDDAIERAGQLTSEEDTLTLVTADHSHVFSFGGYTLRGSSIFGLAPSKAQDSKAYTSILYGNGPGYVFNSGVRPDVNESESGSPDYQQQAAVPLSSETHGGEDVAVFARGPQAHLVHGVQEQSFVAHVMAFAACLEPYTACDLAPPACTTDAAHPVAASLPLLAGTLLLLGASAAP
mIAP inh – blocks mouse intestinal alkaline phosphatase; purified mouse IAP, CDP-Star luminescence, 30 min; inhibition, % at 10 µM; hit rate 0.2% among 330,000; AID 2806;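 active = inhibition of at least 40% at 10 µM in the primary screen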;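 note: plate controls were DMSO with enzyme for no effect and no enzyme wells for full effect; values of inactives mirror those of a sister screen read the other way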
TIM10 inh – inhibits growth of TIM10 yeast strain | S. cerevisiae TIM10 strain growth, BacTiter-Glo luminescence, 24 h | inhibition, % at 10 µM | hit rate 1.4% among 330,000;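 active = inhibition of 40% or more at the single tested concentration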;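 note: wild-type TIM10 isogenic control strain grown at permissive 25 °C; 0% = DMSO yeast wells and 100% = minimal medium wells without yeast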
NLRP3 yeast inh – NALP3 inhibition in yeast | Yeast reconstituted NLRP3/ASC/caspase-1, beta-gal luminescence, 24 h | inhibition, % at 10 µM | hit rate 0.39% among 330,000;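 active = inhibition of 50% or more; inactive = inhibition below 50%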;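 note: plate controls were induced DMSO wells for no effect and uninduced yeast grown without galactose for full effect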
tim10-1 inh – growth inhibitors of tim10-1 mutant yeast | S. cerevisiae tim10-1 ts strain growth, BacTiter-Glo, 24 h | inhibition, % at 20 µM | hit rate 2.2% among 330,000 | AID 463190;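 active = inhibition of at least 40%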;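 note: mutant grown at 25 °C; 0% = DMSO wells with yeast and 100% = wells holding no yeast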
APOBEC3G inh – APOBEC3G (human) deaminase inhibition. Q9HC16. hit rate 0.28% among 330,000. inhibition, % at 20 µM. recombinant A3G, ssDNA deamination FAM/TAMRA fluorescence;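 active = inhibition of at least 40% at 20 µM, with no more than 30% in the related APOBEC3A deaminase screen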;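 note: plate controls were DMSO wells with A3G for no effect and wells lacking A3G enzyme for full effect; some compounds called inactive have numbers as strong as hits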
Target sequence (Q9HC16 whole entry, looked up): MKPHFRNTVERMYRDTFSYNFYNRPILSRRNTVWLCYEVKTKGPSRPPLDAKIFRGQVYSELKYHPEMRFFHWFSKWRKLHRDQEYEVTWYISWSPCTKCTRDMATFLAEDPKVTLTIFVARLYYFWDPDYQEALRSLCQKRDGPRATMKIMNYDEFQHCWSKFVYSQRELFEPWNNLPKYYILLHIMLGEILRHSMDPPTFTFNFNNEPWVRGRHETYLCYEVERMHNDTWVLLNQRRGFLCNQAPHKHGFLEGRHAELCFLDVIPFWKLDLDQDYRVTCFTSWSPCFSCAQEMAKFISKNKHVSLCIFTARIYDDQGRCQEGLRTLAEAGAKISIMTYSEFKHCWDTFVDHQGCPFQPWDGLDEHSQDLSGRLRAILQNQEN
APOBEC3A inh – human APOBEC3A DNA deaminase inhibition | hit rate 0.41% among 330,000 | recombinant A3A, FAM/TAMRA ssDNA deamination fluorescence | P31941 | inhibition, % at 20 µM;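 active = at least 40% inhibition at 20 µM here, with at most 30% in a related deaminase screen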;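 note: plate controls were A3A with DMSO for no effect and wells lacking A3A enzyme for full effect; some results filed as inactive read as strong as hits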
Target sequence (P31941 whole entry, looked up): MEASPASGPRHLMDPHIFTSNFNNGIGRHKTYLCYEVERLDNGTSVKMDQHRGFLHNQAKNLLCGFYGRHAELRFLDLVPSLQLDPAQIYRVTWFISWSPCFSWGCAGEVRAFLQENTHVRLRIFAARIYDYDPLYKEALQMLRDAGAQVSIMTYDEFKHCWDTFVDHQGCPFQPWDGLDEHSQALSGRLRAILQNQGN
mIAP activ – increases mouse intestinal alkaline phosphatase activity; hit rate 0.24% among 330,000; activation factor at 10 µM; muIAP, CDP-Star luminescence, 30 min; stronger effect = higher value; 1 = vehicle-only enzyme signal, 0 = enzyme-free wells;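 active = activation factor of at least 2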; note: the source names both 10 and 20 µM as test concentration; values of inactives mirror those of a sister screen read the other way
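Assay system: mouse IAP enzyme / Compound: DMSO-dissolved test compounds / Timing: 30 min, room temperature / Measured by: luminescence from enzymatic CDP-Star hydrolysis / Control set: DMSO-only wells, enzyme-free buffer wells as negative control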
* hit, by the source's call. The order is random, and some 4.6% of all compounds hit somewhere here.

SMILES | beta cell repl | hIAP inh | mIAP inh | TIM10 inh | NLRP3 yeast inh | tim10-1 inh | APOBEC3G inh | APOBEC3A inh | mIAP activ
Cc1ccc(NC(=S)Nc2ccc3[nH]c(=O)[nH]c3c2)cc1C | -5 | 1 | -2 | 7 | 3 | 20 | -11 | 0 | 1
COc1cc(/C=C/c2[nH]c(=O)[nH]c(=O)c2[N+](=O)[O-])cc(OC)c1O | 5.7* | 7 | 14 | 2 | 16 | 12 | -2 | -5 | 0.86
O=C1Nc2c(c(=O)[nH]c(=O)n2Cc2ccccc2)C1(NS(=O)(=O)c1ccccc1)C(F)(F)F (stereo not given) | -1 | -19 | 0 | -14 | 14 | -6 | -11 | -6 | 1
COc1ccccc1C(=O)Nc1ccc2c(c1)C(=O)NC2=O | -1 | 3 | 3 | 7 | 5 | 11 | -10 | -5 | 0.97
O=C(CCNC(=O)c1ccc(Cl)cc1)NCc1ccco1 | -1 | 4 | -8 | 0 | 5 | 11 | -4 | -2 | 1.1
Cc1cccc(CNC(=O)CCCn2nc(C)c3c(C)n(-c4ccccc4)nc3c2=O)c1 | -5 | 7 | 0 | 0 | 3 | 16 | 3 | 0 | 1
COc1cc(OC)cc(C(=O)Nc2ccc(N3CCN(C(=O)c4cccs4)CC3)cc2)c1 | -2 | 10 | -2 | 10 | 25 | -10 | -5 | 1 | 1
CCOc1ncccc1C(=O)Nc1cccc(Cl)c1Cl | 0 | -4 | 5 | 5 | 1 | -8 | -3 | -3 | 0.95
O=C(CCC1CCCN(C(=O)c2cccc(F)c2)C1)N1CCN(c2ccccn2)CC1 (stereo not given) | 5 | -7 | 5 | 4 | 0 | 1 | -4 | 0 | 0.95
CC1(C)NC(=O)N(CCOc2cccc(Cl)c2Cl)C1=O | -1 | -6 | 15 | 6 | 9 | 15 | 0 | 7 | 0.85
O=C(N/N=C/c1ccc(N2CCCCC2)o1)C(O)(c1ccccc1)c1ccccc1 | 1 | -2 | 23 | 11 | 13 | 18 | 8 | 21 | 0.77
Cc1ncc(C23CC4CC(CC(C4)C2)C3)[nH]1 | -3 | -26 | -16 | -13 | -4 | -10 | -4 | -3 | 1.2
NS(=O)(=O)c1cccc(NC(=O)CSc2ncc(C(F)(F)F)cc2Cl)c1 | 0 | 13 | 13 | -5 | 10 | 1 | -4 | 1 | 0.87
O=C1Nc2ccccc2C1=O | -1 | -8 | 9 | -3 | 11 | 0 | -8 | 0 | 0.91
CCCc1c(C)[nH]c2nc3ccccc3n2c1=O | -1 | -8 | 3 | 8 | 15 | 22 | 1 | 10 | 0.97
Cc1ccc([N+](=O)[O-])cc1NC(=O)C(C)Sc1nnc(C)n1CC1CCCO1 (stereo not given) | -3 | 22 | 3 | -2 | 19 | 12 | -9 | -2 | 0.97
COc1ccc(-c2nn(-c3ccccc3)cc2/C=C(\CC(=O)O)c2nc3ccccc3s2)cc1OC | -4 | 1 | 14 | 19 | 1 | 71* | -15 | 2 | 0.86
CCOC(=O)Cn1c(=O)oc2cc(S(=O)(=O)NCc3ccccn3)ccc21 | 0 | -8 | -6 | -17 | 8 | -9 | -11 | -4 | 1.1
CCC(C)NS(=O)(=O)c1ccc(NS(C)(=O)=O)cc1 (stereo not given) | -1 | -3 | -4 | -14 | 10 | -10 | -8 | -4 | 1
CCc1cc2c(COC(=O)c3c(C)noc3C)cc(=O)oc2cc1O | -5 | -3 | 0 | 2 | 6 | 2 | -4 | -1 | 1

Three structures out of the list, ordered by heavy-atom count, largest number first.
SMILES | beta cell repl | hIAP inh | mIAP inh | TIM10 inh | NLRP3 yeast inh | tim10-1 inh | APOBEC3G inh | APOBEC3A inh | mIAP activ
O=C(CCNC(=O)c1ccc(Cl)cc1)NCc1ccco1 | -1 | 4 | -8 | 0 | 5 | 11 | -4 | -2 | 1.1
CCOc1ncccc1C(=O)Nc1cccc(Cl)c1Cl | 0 | -4 | 5 | 5 | 1 | -8 | -3 | -3 | 0.95
O=C1Nc2ccccc2C1=O | -1 | -8 | 9 | -3 | 11 | 0 | -8 | 0 | 0.91

Next part:
SMILES | beta cell repl | hIAP inh | mIAP inh | TIM10 inh | NLRP3 yeast inh | tim10-1 inh | APOBEC3G inh | APOBEC3A inh | mIAP activ
O=C(NCc1ccco1)C(c1cccs1)N(Cc1ccccc1)C(=O)Cn1nnc2ccccc21 (stereo not given) | -1 | -22 | -15 | -5 | 22 | -6 | -5 | -2 | 1.1
Cn1c(SCCOc2ccc(F)cc2)nnc1-c1ccncc1 | 4 | 12 | -9 | 1 | -4 | 11 | -9 | -1 | 1.1
CCOC(=O)c1sc(N)c(C(=O)OC)c1C | 4 | 8 | 11 | -36 | 40 | -9 | -6 | -3 | 0.89
Cc1ccc(S(=O)(=O)CCC(=O)OCC(=O)N(Cc2ccccc2)C(C)C)cc1 | -1 | 12 | 5 | 13 | -6 | 22 | -7 | -2 | 0.95
Cc1cc(Oc2ccc(OCC(N)=O)nn2)nc(Cl)n1 | 2 | 13 | 4 | 3 | 5 | -4 | 17 | -1 | 0.95
CCOC(=O)c1cnn(CCOC(=O)c2ccccc2)c1NC(=O)c1ccccc1 | 0 | 11 | -4 | 13 | 4 | 25 | -4 | -1 | 1
O=C(CSCCOc1ccccc1)NCc1ccncc1 | 0 | 23 | 0 | 16 | 7 | 9 | -6 | -3 | 1
CCOc1ccccc1CN1CCN(Cc2ccc3cc(F)ccc3n2)CC1CCO (stereo not given) | 4 | -11 | 3 | 5 | 22 | -5 | -8 | 11 | 0.97
CCCCOC(=O)NS(=O)(=O)c1sc(CC(C)C)cc1-c1ccc(Cn2c(CC)nc3c(C)cc(C)nc32)cc1 | -8 | -2 | 2 | 3 | 22 | 16 | -3 | -1 | 0.98
CCOC(=O)N1CCN(C(=O)CSCc2ccccc2)CC1 | 0 | 1 | -8 | -1 | 25 | 17 | -6 | -1 | 1.1
NC(=O)c1ccc(Cn2c(C(=O)c3ccc(Cl)cc3)c3ccccc3[n+]2[O-])cc1 | -1 | 23 | 13 | 13 | 17 | 8 | 0 | 1 | 0.87
COc1cc(C(=O)NCC2CCCO2)ccc1OCc1c(C)noc1C (stereo not given) | -1 | -19 | -8 | -14 | 2 | 9 | 0 | 1 | 1.1
O=C(NCCN1CCOCC1)c1ccc(=O)n(Cc2ccc(Cl)cc2)c1 | -1 | 4 | -8 | -1 | 12 | -2 | 0 | 3 | 1.1
O=C(CSc1ncn(-c2ccccc2)n1)Nc1nc(-c2ccccc2)cs1 | -2 | -26 | -14 | 0 | 21 | 12 | -9 | 2 | 1.1
Cc1ccc(NC(=O)CSc2n[nH]c(C)c2[N+](=O)[O-])cc1 | 0 | 10 | 14 | 3 | 6 | 5 | -4 | -1 | 0.86
COC(=O)CSc1nnc(-c2ccccc2OC)o1 | -1 | 5 | 2 | -11 | 8 | 5 | -7 | -10 | 0.98
Cc1ccc(C)c(-n2nnnc2Sc2nnnn2-c2ccccc2)c1 | -5 | 2 | 4 | -19 | 58* | -31 | 0 | 1 | 0.96
Fc1ccc(C2N(c3ccccc3)C(=S)N3CCCN23)cc1 (stereo not given) | -2 | 21 | -1 | 18 | -34 | 27 | -5 | -4 | 1
CCOc1cc(NC(=O)C2CCCCC2)c(OCC)cc1NC(=O)c1ccccn1 | 1 | -43 | 7 | -5 | 9 | 8 | -8 | -2 | 0.93
Cc1ccc(-n2nnnc2SCC(=O)NNC(=O)c2ccco2)c(C)c1 | 2 | 14 | 4 | 4 | 8 | -4 | 2 | 4 | 0.96
CCOC(=O)N1CCN(CC(=O)N2CCC(C(N)=O)CC2)CC1 | 0 | -2 | 2 | -15 | 2 | -2 | -3 | 1 | 0.98
COc1ccc(-n2nc3c(c2NC(=O)COc2cccc(OC)c2)CS(=O)(=O)C3)cc1 | 8 | -8 | 1 | 4 | -5 | 11 | -5 | 2 | 0.99
CC1(N2CCOCC2)CC2(O)C(=[N+]1[O-])CCc1nonc12 (stereo not given) | 0 | -11 | 0 | 1 | 15 | 9 | -1 | 0 | 1
CC1Nc2ncnc(N3CCN(c4ccccc4)CC3)c2N(Cc2ccccc2)C1=O (stereo not given) | 5 | 5 | 0 | -5 | 3 | -10 | -4 | -3 | 1
COc1cc(C(=O)Nc2sc3c(c2C(=O)O)CCC3)cc(OC)c1OC | -1 | -4 | 7 | 15 | 14 | 6 | -4 | 0 | 0.93
Cc1ccc(NC(=O)c2ccccc2-c2ccccc2C(=O)O)cc1C | 0 | -4 | 0 | 15 | 2 | 12 | -6 | -2 | 1
O=C(Nc1cc(Sc2ccccn2)cc([N+](=O)[O-])c1)c1ccc(Cl)cc1 | -4 | -11 | 11 | 2 | -2 | 2 | 0 | 3 | 0.89
NC(=O)c1nsc(C(=O)N(c2ccccc2F)C(C(=O)NCc2ccccc2)c2ccc(O)cc2)c1N (stereo not given) | 0 | 13 | -4 | 96* | 1 | -7 | -5 | -2 | 1
Cc1cc(S(=O)(=O)N2CCN(c3c(C)cccc3C)CC2)ccc1F | -3 | -11 | -2 | -2 | 3 | 20 | -6 | -4 | 1
CCOC(=O)c1sc(-c2ccccc2)cc1NC(=O)Nc1ccc([N+](=O)[O-])cc1 | -2 | -15 | 7 | 8 | 11 | 8 | 1 | 1 | 0.93
Cn1c(=O)c2c([nH]c(=O)n2C)n(C)c1=O | -3 | -31 | -2 | -4 | 9 | -8 | -5 | -2 | 1
CC(C)Cc1ccc(C(C)C(=O)OCC(=O)c2c[nH]c3ccccc23)cc1 (stereo not given) | -4 | 1 | 2 | -2 | 11 | 35 | -2 | 2 | 0.98
Cc1cc(NC(=O)CSc2nc3cc(C)c(C)cc3cc2C)no1 | 3 | 2 | -1 | -4 | -2 | -12 | -8 | -5 | 1
CC1CCN(C(=O)c2ncn(C)c2C(=O)N2CCC(C)CC2)CC1 | -2 | -15 | -2 | 2 | 14 | 21 | 20 | 55* | 1
CCn1cc(C(=O)NCCCO)c(=O)c2cc(F)c(N3CCN(C)CC3)cc21 | 0 | 6 | 4 | 4 | -4 | -1 | -1 | 1 | 0.96
Cc1ccc(-n2ncc3c2CCCC3NC(=O)CCn2ccnc2C)cc1C (stereo not given) | -2 | -40 | -5 | -4 | 8 | 4 | 1 | 1 | 1.1
Cn1c(CN2CCN(CCO)CC2)c(C#N)c2ccccc21 | 3 | -8 | -4 | 0 | 15 | -2 | -6 | 2 | 1
Cc1nn(C/C(C#N)=N\O)c(C)[n+]1N | 2 | -5 | 2 | -1 | 19 | 2 | -5 | -4 | 0.98
O=C(N/C(=C\c1cccnc1)C(=O)N1CCOCC1)c1cccc(Br)c1 | -3 | -11 | -6 | -13 | 17 | 15 | -3 | -1 | 1.1
Cc1cc(=O)oc(C)c1C(=O)NCc1c(F)cc(F)cc1F | -3 | 0 | 0 | 1 | 2 | 29 | -5 | 26 | 1
COC(=O)c1ccc(NC(=O)COC(=O)C2CC(=O)N(Cc3ccccc3)C2)cc1 (stereo not given) | -1 | 1 | -6 | 10 | 4 | -12 | -8 | 0 | 1.1
Cc1c(NC(=O)CSc2ccccc2Cl)c(=O)n(-c2ccccc2)n1C | -3 | 10 | 12 | -1 | 26 | 9 | -5 | -1 | 0.88
COc1ccc(C(NC(=O)C(C)C)c2c(O)ccc3ccccc23)cc1OC (stereo not given) | 0 | -2 | -3 | 13 | 4 | 7 | 0 | 3 | 1
CN(C(=O)CCNC(=O)Cn1cnc2ccccc2c1=O)c1ccc(Br)cc1 | 1 | 3 | 2 | -4 | 17 | 5 | -9 | -3 | 0.98
COc1cccc(CC(=O)OCC(=O)N(C)CC(=O)Nc2ccccc2Cl)c1 | 1 | 10 | -8 | -12 | 17 | -6 | -10 | -1 | 1.1
